Compound activity from PubChem BioAssay.
Rv3671c protease – Rv3671c (M. tuberculosis) protease inhibition; P9WHR9; inhibition, % at 5.96 µM; 320,000 tested, 0.048% active; AID 2606; in the data active = inhibition above about 38%;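 also: extracellular domain of Rv3671c used as enzyme; 0% = enzyme with DMSO and 100% = no enzyme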
CCHFV vOTU inh – CCHFV vOTU protease inhibition; Pep-AMC fluorescence; 370,000 tested, 0.55% active; inhibition, % at 11.5 µM; AID 651958; in the data active = inhibition above about 30%; also: 0% = vehicle wells with enzyme and 100% = no enzyme wells
BH1578 lux ind – quorum light induction in luxS cqsA deficient V. cholerae | V. cholerae BH1578 lux reporter, luminescence, 6 h | activation, % at 18.7 µM | 350,000 tested, 0.16% active | AID 588436; in the data active = activation mostly above about 9.7%, no sharp cut-off; also: not every result past the cut was called active; inactives centre near 0; reference of the scale not given here
Y pestis TopoI – inhibitors of Yersinia pestis topoisomerase I | activity, % at 10 µM | Y. pestis Topo-I cleavage product accumulation, plate reader | 360,000 tested, 0.064% active; in the data active = activity above about 50%, passing the limit was not always enough; also: inactives centre near 2
VHR inh abs – DUSP3 (human) phosphatase inhibition; P51452; inhibition, % at 13.3 µM; 290,000 tested, 0.52% active; recombinant VHR phosphatase, pNPP absorbance; in the data active = inhibition above about 50%; also: some compounds called inactive have numbers as strong as hits
PrPC TRFRET – inhibitors of human cell surface prion protein PrPC. P04156. TR-FRET read-out. inhibition, % at 13.8 µM. 370,000 tested, 0.43% active. AID 720596; in the data active = inhibition above about 24%; also: 0% = median of the test wells and 100% = reference compound wells
MazEF act – MazEF (E. coli) toxin RNase activation; P0AE70; FAM/BHQ RNA-DNA oligo cleavage fluorescence, 5 h; activation, % at 20 µM; 350,000 tested, 0.32% active; in the data active = activation above about 50%
TcdB inh – blocks C. difficile toxin B glycohydrolase activity; TcdB glycohydrolase enzymatic assay, plate reader; inhibition, % at 9.99 µM; 350,000 tested, 0.24% active; AID 652162; in the data active = inhibition above about 10%
PriA SSB inh – inhibitors of Klebsiella pneumoniae PriA binding to SSB C-terminal tail; AlphaScreen SSBct-PriA binding, biotinylated peptide; inhibition, % at 33 µM; 430,000 tested, 0.6% active; AID 1272365; in the data active = inhibition mostly above about 37%, no sharp cut-off; inactive = mostly below about 20%;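 also: plate controls were negative control peptide for no effect and reference peptide for full effect; strong numbers were not always called active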
3CLpro inhibitor – SARS-CoV 3CLpro protease inhibition; P0C6X7; recombinant SARS-CoV 3CLpro, quenched FRET peptide cleavage; inhibition, % at 6 µM; 290,000 tested, 0.14% active; in the data active = inhibition above about 12%
* = called active by the depositor; i = inactive; / = not tested or not shown; & = joins results of further samples. This is a subset; rates above refer to the full screens.

SMILES	Rv3671c protease	CCHFV vOTU inh	BH1578 lux ind	Y pestis TopoI	VHR inh abs	PrPC TRFRET	MazEF act	TcdB inh	PriA SSB inh	3CLpro inhibitor
O=C(NCCNc1ccnc2cc(Cl)ccc12)c1ccccc1F	1.8	-0.8	-0.4	-1.9	19.2	5.3	2.9	2.6	-4.5	-0.9
Cc1cccc(C)c1N1CCN(S(=O)(=O)N2CCCCC2)CC1	2.6	6.5	-0.2	3.5	-2.7	3.8	3.9	-0.4	-27.8	2.9
O=C(NCc1ccc(Cl)cc1)C(=O)N/N=C/c1ccc(Br)cc1	4.7	12.6	i	-1.2	52.3*	6.3	5.7	-2.3	/	7.7
CCOC(=O)c1ccc(NC(=S)NCc2cccnc2)cc1	5.9	11.1	4.2	0.1	-9.6	3.0	9.3	1.5	-6.9	-2.4
O=C(CCl)N1CCN(C(=O)C2COc3ccccc3O2)CC1 (stereo unspecified)	1.8	-5.6	i	-3.5	/	5.2	-4.5	-0.9	8.6	/
c1ccc(Cc2noc(CN3CCN(C4CCc5ccccc5C4)CC3)n2)cc1 (stereo unspecified)	0.3	-8.5	0.7	22.1	0.8	-3.1	8.3	0.1	10.5	-4.5
C=CCNc1nc2ccccc2nc1NS(=O)(=O)c1cccc(C)c1	10.0	-10.9	0.9	0.6	13.0	0.8	7.4	1.8	-3.7	4.6
CCOC(=O)c1c(/N=C/c2c(O)n(-c3ccc(F)cc3)c(=S)[nH]c2=O)sc2c1CCCC2	1.9	4.9	-0.9	4.9	-9.9	1.1	-136.0	/	/	4.0
COc1cc(NC(=O)CN2CCN(S(=O)(=O)/C=C/c3ccccc3)CC2)cc(OC)c1OC	-4.2	3.2	i	14.6	/	1.3	-1.1	1.8	2.3	/
CC(C)N(Cc1ccccc1)C(=O)CN1C(=O)c2ccccc2C1=O	1.0	-1.4	3.8	-1.5	9.8	-2.6	20.2	-2.6	-15.2	1.3
CCN(CC)S(=O)(=O)c1ccc(Cl)c(C(=O)NCc2ccccc2Cl)c1	11.9	5.5	i	-5.1	18.9	11.9	-1.4	/	-10.6	-1.2
C#CC(CC)(CC)NC(=O)NC1CCCCC1	4.4	-2.2	i	-2.4	22.0	6.4	-0.3	0.3	-10.7	-2.6

Full records from above. Order of values: Rv3671c protease, CCHFV vOTU inh, BH1578 lux ind, Y pestis TopoI, VHR inh abs, PrPC TRFRET, MazEF act, TcdB inh, PriA SSB inh, 3CLpro inhibitor
`C=CCNc1nc2ccccc2nc1NS(=O)(=O)c1cccc(C)c1` is listed as 10.0, -10.9, 0.9, 0.6, 13.0, 0.8, 7.4, 1.8, -3.7, 4.6
`CCOC(=O)c1ccc(NC(=S)NCc2cccnc2)cc1` is listed as 5.9, 11.1, 4.2, 0.1, -9.6, 3.0, 9.3, 1.5, -6.9, -2.4

Retrieved by structure from above (3):
SMILES	Rv3671c protease	CCHFV vOTU inh	BH1578 lux ind	Y pestis TopoI	VHR inh abs	PrPC TRFRET	MazEF act	TcdB inh	PriA SSB inh	3CLpro inhibitor
O=C(NCc1ccc(Cl)cc1)C(=O)N/N=C/c1ccc(Br)cc1	4.7	12.6	i	-1.2	52.3*	6.3	5.7	-2.3	/	7.7
COc1cc(NC(=O)CN2CCN(S(=O)(=O)/C=C/c3ccccc3)CC2)cc(OC)c1OC	-4.2	3.2	i	14.6	/	1.3	-1.1	1.8	2.3	/
C=CCNc1nc2ccccc2nc1NS(=O)(=O)c1cccc(C)c1	10.0	-10.9	0.9	0.6	13.0	0.8	7.4	1.8	-3.7	4.6

Going on with the list.
SMILES	Rv3671c protease	CCHFV vOTU inh	BH1578 lux ind	Y pestis TopoI	VHR inh abs	PrPC TRFRET	MazEF act	TcdB inh	PriA SSB inh	3CLpro inhibitor
OCc1cn(-c2ccccc2)nc1-c1ccc2c(c1)OCCO2	-5.7	6.6	0.3	-0.5	29.6	11.2	7.7	/	-5.8	1.8
Cc1ccc(-n2cnc3sc(C)c(C)c3c2=O)cc1	4.8	-10.7	i	-2.7	25.7	-5.2	-8.4	9.3	-3.8	4.0
COc1ccc(C(=O)N/N=C(\C)CC(=O)Nc2ccc(Cl)cn2)cc1	-4.5	-11.2	-0.5	-12.1	5.4	-13.4	-4.5	-4.3	/	6.7
COc1ccc(/C=C/C(=O)N/C(=C\c2ccco2)C(=O)NCCc2nc3ccccc3[nH]2)cc1	2.9	-5.4	-0.3	6.1	12.1	-14.4	2.4	0.8	2.3	4.2
COc1ccc(C(=O)N2CCCC(CCC(=O)N3CCN(c4ccccn4)CC3)C2)cc1 (stereo unspecified)	0.0	0.1	0.2	9.2	10.1	0.2	4.0	4.0	-10.7	-2.4
CC(=O)NN1C(=O)c2ccccc2NC1c1ccccc1F (stereo unspecified)	9.5	-69.8	-0.6	5.8	-17.8	-2.9	5.3	1.1	-19.7	1.4
CCC(=O)Nc1ccc(C(=O)N/N=C/c2c(C)[nH]c3ccccc23)cc1	-13.1	-1.8	i	-32.3	33.9	4.8	19.3	0.4	/	3.4
CCc1nc(C)cn1S(=O)(=O)c1cc(C)c(OC)cc1C	3.4	3.3	-0.3	0.7	10.7	-1.5	6.4	0.6	-6.7	4.8
CCc1ccc(OCCCC(=O)Nc2cccc(C(=O)O)c2)cc1	-4.8	6.2	-0.6	9.1	-15.6	3.5	2.6	0.1	-4.2	-1.6
C/C(=N\NC(=O)C1COc2ccccc2O1)c1ccc(N2CCOCC2)cc1 (stereo unspecified)	6.6	0.5	1.4	4.8	14.5	-3.8	6.9	0.1	/	-2.7
C(=N\n1cnnc1)/c1cccc2ccccc12	-5.9	4.5	/	-1.2	12.1	-6.5	8.4	/	/	4.3
O=C(CS(=O)(=O)c1ccc(Cl)c(Cl)c1)Nc1ccccc1Cl	-28.7	-2.0	-0.4	-14.6	-0.1	1.8	-1.7	/	4.4	1.8
O=C(CN1C(=O)COc2ccc(S(=O)(=O)N3CCCC3)cc21)NC1CC1	-4.8	-9.1	-0.2	4.0	16.5	-4.0	4.2	1.6	-16.4	1.4
CCC(C)NC(=O)C1CCCN(C(=O)Nc2ccc(F)cc2)C1 (stereo unspecified)	-10.7	-3.3	-0.4	-3.1	-16.6	-3.1	3.7	/	-14.7	3.7
N#Cc1ccccc1S(=O)(=O)N1CCN(CC(=O)Nc2ccnn2C2CCCC2)CC1	/	9.8	i	-4.6	/	-3.9	7.7	2.1	-7.7	/
COc1ccc(S(=O)(=O)Nc2ccccc2C(N)=O)cc1OC	2.0	-23.6	-0.3	-1.0	11.5	8.8	3.7	0.0	-15.2	6.6
COc1ccc(C(=O)OCC(=O)c2ccc(F)cc2)cc1OC	-5.4	2.3	i	17.9	/	4.3	1.0	1.8	-6.1	/
Cc1c(C(=O)N2CCC[C@H]2C(N)=O)oc2c(F)cccc12	/	5.7	i	0.8	29.3	6.8	3.3	0.5	3.8	-1.3
CC(C(=O)NCC1CCCCC1)N(C)Cc1ccc(Br)cc1 (stereo unspecified)	-1.5	11.2	-2.3	45.9	21.1	4.3	-26.9	0.1	-30.5	2.1
CCN(CC)c1ccc(N=Cc2ccc(N(CC)CC)cc2O)cc1	-19.4	24.3	i	-16.5	-12.2	-2.1	162.2*	/	19.7	0.4
CCOc1ccc(CN2CCN(Cc3ccc(C)o3)CC2CCO)cc1 (stereo unspecified)	0.6	-17.2	-0.2	-2.3	35.6	-3.1	-1.8	-0.3	-8.4	3.1
c1ccc2sc(NC3=NCN(Cc4ccc5c(c4)OCO5)CN3)nc2c1	-8.3	-3.6	-0.4	-8.2	3.5	0.2	9.1	/	-9.3	-3.3
COc1cc(SC)ccc1C(=O)NCC1CCCCC1	-1.1	0.5	-0.5	21.6	11.5	5.0	-11.6	1.7	-7.1	2.5
CCOc1ccc(S(=O)(=O)NCc2ccc(OC)cc2)c2cccnc12	-12.0	-11.7	-1.1	-6.2	20.1	-4.7	7.6	0.0	-8.8	-4.2
Cc1ccc(NC(=O)CC2COc3ccccc3O2)cc1 (stereo unspecified)	-10.6	3.8	-7.7	2.3	31.5	4.5	-9.8	/	-28.6	-1.7
CS(=O)(=O)Nc1ccc(C(=O)Nc2ccccc2Sc2ccccc2)cc1	-11.8	-12.5	-0.4	6.9	1.5	9.6	-9.9	/	4.8	-0.4
Cc1ccc(OCC(=O)Nc2ccc([N+](=O)[O-])cn2)cc1C	3.1	-11.8	i	9.4	/	3.1	2.3	/	2.8	2.6
CCS(=O)(=O)N1CCCC(C(=O)N2CCC3(CC2)OCCO3)C1 (stereo unspecified)	-8.6	5.3	i	-1.7	26.1	-0.5	4.2	/	-19.6	-1.1
c1cc(N2CCCC2)ccc1C(c1nnnn1C1CCCCC1)N1CCOCC1 (stereo unspecified)	-7.9	-1.1	1.7	2.0	12.1	-0.5	2.5	/	-14.5	-0.2
O=C(CCS(=O)(=O)c1cccs1)Nc1ccc(C(=O)NCc2cccs2)cc1	0.5	4.7	-0.3	-6.2	0.1	3.9	-1.1	/	1.9	2.6
Cc1ccc(CNC(=O)Cn2ccc3cc(S(=O)(=O)N4CCCCCC4)ccc32)cc1	-11.6	-0.7	-0.3	25.9	1.1	2.4	1.5	-7.6	1.4	4.0
CCc1ccc(C(=O)N2CCCN(C)CC2)s1	3.8	12.4	-0.4	9.0	29.0	-5.5	2.1	-0.8	0.6	2.9
O=C(OCC(=O)N1CCCCC1)c1cccc(NS(=O)(=O)c2ccccc2)c1	6.7	-9.3	i	11.6	/	-7.3	-1.1	0.1	2.4	/
C=CCn1c(C)nc2c(cnn2-c2ccccc2)c1=O	9.2	-0.8	-0.1	-1.9	25.2	1.2	9.9	1.3	-1.4	0.0
COc1ccc(Br)cc1S(=O)(=O)NCc1ccccn1	5.8	1.0	-0.4	6.4	19.2	-6.0	-0.2	0.3	-9.6&-8.0	-3.5
COc1ccc2oc(C(=O)OCC(=O)N(CCC#N)c3ccccc3)c(C)c2c1	-1.5	1.7	i	11.2	10.5	2.4	4.6	2.5	-0.8	1.8

In the list so far, these have a cyano group:
SMILES	Rv3671c protease	CCHFV vOTU inh	BH1578 lux ind	Y pestis TopoI	VHR inh abs	PrPC TRFRET	MazEF act	TcdB inh	PriA SSB inh	3CLpro inhibitor
N#Cc1ccccc1S(=O)(=O)N1CCN(CC(=O)Nc2ccnn2C2CCCC2)CC1	/	9.8	i	-4.6	/	-3.9	7.7	2.1	-7.7	/
COc1ccc2oc(C(=O)OCC(=O)N(CCC#N)c3ccccc3)c(C)c2c1	-1.5	1.7	i	11.2	10.5	2.4	4.6	2.5	-0.8	1.8

The results go on.
SMILES	Rv3671c protease	CCHFV vOTU inh	BH1578 lux ind	Y pestis TopoI	VHR inh abs	PrPC TRFRET	MazEF act	TcdB inh	PriA SSB inh	3CLpro inhibitor
CCNC(=S)N(CCc1ccc(S(N)(=O)=O)cc1)C1CC(=O)N(c2ccccc2)C1=O (stereo unspecified)	-3.0	2.8	i	7.8	7.3	4.5	-0.5	0.4	-2.0	1.5
COc1cccc(C(=O)NCC(=O)OCC(=O)C(C)(C)C)c1	-1.7	-9.8	i	-5.6	34.8	6.6	8.9	0.5	-12.7	2.5
CC1=C(C(=O)OC(C)C)C(c2cccc(F)c2)n2ncnc2N1 (stereo unspecified)	1.1	-2.4	-0.6	-0.3	6.6	16.2	12.0	-10.5	-5.6	-2.1
CCn1nc(C)cc1C(=O)N1CCCC(N2CCN(Cc3ccc4c(c3)OCO4)CC2)C1 (stereo unspecified)	-0.9	-2.7	-0.3	2.4	10.8	8.2	0.4	2.1	-7.8	-0.6
CCN(CC)C(=O)c1ccc(NC(=O)c2cccc(S(=O)(=O)N3CCN(C)CC3)c2)cc1	-20.0	-6.3	-1.4	-1.5	6.4	1.3	0.9	1.5	0.4	-2.7
Cc1ccc(SC(C)C(=O)Nc2c(C)n(C)n(-c3ccccc3)c2=O)cc1 (stereo unspecified)	-3.3	-9.1	0.2	-7.4	30.3	1.6	7.9	/	-4.9	-1.2
Cc1ccc2c(c1N)C(=O)c1ccccc1C2=O	-10.3	20.4	-0.4	-7.7	/	-29.1	5.8	0.9	10.2	/
CCOc1ccccc1C(=O)Nc1ccc(S(=O)(=O)Nc2nccc(C)n2)cc1	-2.5	-4.0	-0.6	-0.4	-15.8	-5.7	0.9	0.5	-3.8	0.0
